TRAIL sens C8: viability loss with TRAIL in NB7+C8 cells, primary screen, TRAIL sensitizer project, cell-based, ATPlite luminescence; inhibition (viability loss, TRAIL sensitization), % at 10 µM; 360,000 compounds, 1% hits; AID 624354, 2012;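 active = compounds causing at least 50% loss of cell viability in the single-dose screen, relative to plate controls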
Shn3 inh set2: reduction of Shn3 3'UTR firefly luciferase signal, primary screen, Schnurri-3 inhibitor project, cell-based, Clone20 osteoblasts, set 2; Clone20 osteoblast Shn3 3'UTR firefly luciferase, 24 h; inhibition, % at 12.5 µM; 360,000 compounds, 0.52% hits;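 active = mean inhibition of at least 75% with every replicate also reaching 75%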;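 note: 0% = median of neutral control wells and 100% = pilot-screen positive control compound; some compounds past the cut are filed as inactive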
SRC1 inh: SRC1 coactivator transcriptional activity inhibitors, primary screen, cell-based, luminescence; Nuclear receptor coactivator 1 (Homo sapiens), Q15788; HEK293 GAL4-SRC1 luciferase reporter; inhibition, % at 3.6 µM; 360,000 compounds, 0.12% hits; AID 588354, 2011;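 active = inhibition above the campaign mean plus 3 SD, with each screening campaign given its own cutoff, cut at about 60% in these data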;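 note: 0% = DMSO treated cells and 100% = gossypol at 36 µM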
TWEAK Fn14 block: inhibitors of TWEAK-Fn14 signaling, primary screen, luciferase reporter cells, uHTS; TWEAK-stimulated Fn14 reporter cells, luciferase luminescence, 8 h; inhibition, % at 10 µM; 360,000 compounds, 2% hits; AID 1159606, 2016; in the data active = inhibition above about 50%
COUP-TFII inh: NR2F2 transcriptional activity inhibitors, primary screen, cell-based, luciferase reporter, HEK293T, luminescence | COUP transcription factor 2 (Homo sapiens), P24468 | HEK293T NGFI-A luciferase reporter | inhibition, % at 8.6 µM | 370,000 compounds, 0.7% hits | AID 686940, 2013;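 active = inhibition above a per-plate cutoff, mean inhibition of test wells between control levels plus 3 SD, cut at about 38% in these data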;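 note: cells cotransfected with COUP-TFII expression vector driving the NGFI-A reporter; 0% = median of COUP-TF2 test wells and 100% = reporter-only cells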
SRC3 inh: SRC3 coactivator transcriptional activity inhibitors, primary screen, cell-based, luminescence; Nuclear receptor coactivator 3 (Homo sapiens), Q9Y6Q9; HEK293 GAL4-SRC3 luciferase reporter; AID 588352, 2011; 360,000 compounds, 0.17% hits; inhibition, % at 3.6 µM;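 active = inhibition above a per-campaign cutoff, the mean of all compounds plus 3 SD, cut at about 60% in these data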;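 note: 0% = DMSO-treated cells and 100% = gossypol-treated cells at 36 µM; higher means less SRC3-driven luciferase light from the GAL4 reporter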
TROY NFkB inh: inhibitors of TROY-driven NF-kB signaling, primary screen, Q293 LMP1-TROYcd cells, NF-kB luciferase, uHTS; AID 1347056, 2019; inhibition, % at 10 µM; 360,000 compounds, 0.98% hits; Q293 LMP1-TROYcd NF-kB luciferase reporter, 4 h;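 active = compounds whose plate-normalised and pattern-corrected inhibition of the luciferase reporter signal at the single screening dose is 50% or more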
LRH-1 inv ag: LRH-1 (NR5A2) inverse agonists, primary screen, cell-based, luminescence, HEK293T, StAR-luciferase reporter; 360,000 compounds, 0.13% hits; AID 602396, 2012; Nuclear receptor subfamily 5 group A member 2 (Homo sapiens), O00482; LRH-1 transfected, 24 h; inhibition, % at 3.6 µM;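 active = inhibition above the mean inhibition of all tested compounds plus 3 SD, cut at about 73% in these data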;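 note: 0% = DMSO wells and 100% = reporter-only cells lacking LRH-1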
CF NFkB block: inhibitors of PAF-induced NF-kB signaling, primary screen, cell-based, GFP fluorescence, uHTS. KKLEB NF-kB-GFP reporter, GFP fluorescence overnight. inhibition, % at 5 µM. 360,000 compounds, 0.86% hits. AID 588850, 2011;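 active = at least 50% inhibition at 5 µM, scaled per plate between neutral and stimulator controls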;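 note: PAF is a Pseudomonas aeruginosa culture filtrate used as stimulus; plate controls were PAF-stimulated DMSO wells for no effect and unstimulated DMSO wells for full effect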
LMP1 NFkB inh: EBV LMP1-driven NF-kappaB luciferase reporter inhibitors, primary screen, cell-based, luminescence, single point; LMP1-induced NF-kappaB luciferase reporter cells; 350,000 compounds, 0.69% hits; AID 504558, 2011; inhibition, % at 12.5 µM; in the data active = inhibition above about 41%;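 note: 0% = neutral control wells and 100% = reference inhibitor control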
KKLEB tox: cytotoxicity in KKLEB CF airway cells, primary screen, cytotoxicity control for CF NF-kB inhibitor project, cell-based, uHTS, fluorescence assay plates; KKLEB CF airway cells viability, ATPlite luminescence, overnight; active compounds read low; cells stimulated with P. aeruginosa culture filtrate; 360,000 compounds, 0.36% hits; activity change (cytotoxicity), % at 5 µM;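 active = corrected activity change at or below -50% at 5 µM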
Numbers without * were called inactive; / = not tested or not shown. An excerpt. The share of hits here may be higher or lower than overall.

SMILES	TRAIL sens C8	Shn3 inh set2	SRC1 inh	TWEAK Fn14 block	COUP-TFII inh	SRC3 inh	TROY NFkB inh	LRH-1 inv ag	CF NFkB block	LMP1 NFkB inh	KKLEB tox
COc1ccc(C)cc1Nc1nc(-c2c(C)[nH]c3ccccc23)cs1	-4	-2	2	17	-4	6	7	9	-5	-14	-26
Nc1nc(O)c(Sc2ccccc2[N+](=O)[O-])c(=O)[nH]1	5	4	2	2	15	0	2	3	16	1	7
O=S1(=O)c2ccc(Br)cc2N2CCC[C@@H]2CN1C1CC1	4	10	-2	1	6	1	-1	-12	4	0	-3
CC(C)C[C@H](NC(=O)CCCn1nnc2ccccc2c1=O)C(=O)O	-24	-16	-16	7	16	3	3	7	19	-2	-11
CC(NC(=O)c1ccco1)C12CC3CC(CC(C3)C1)C2 (stereo not drawn)	-14	-51	-2	5	-12	-1	6	37	-7	5	5
CSCCC(NC(=O)c1ccccc1)C(=O)N1CC(C)OC(C)C1 (stereo not drawn)	12	0	-4	-3	-8	4	-11	-6	-7	5	-8
CCc1ccc(Oc2coc3cc(O)ccc3c2=O)cc1	-2	-40	-18	-29	-13	-37	-41	-16	-2	-6	4
Cc1ccccc1OCC(=O)Nc1ccc2c(c1)ncn2C	11	-85	-106	-13	-34	-62	-31	-111	2	-8	3
O=C(NCCc1csc(-c2cccnc2)n1)c1ccc(Cl)cc1	-17	-4	-16	11	8	-39	-12	-21	5	-8	-17
Cc1cc(C)n(-c2nc3ccccc3nc2N2CCCCCC2)n1	0	-8	-5	0	13	2	-25	-20	7	-4	4
CCOC(=O)C(C)N(c1ccccc1Cl)S(C)(=O)=O (stereo not drawn)	-19	0	-17	3	10	-4	-10	-2	19	4	1
O/C(=C\Sc1nnc(Cc2ccccc2)o1)c1ccc(Br)cc1	6	2	12	-8	-12	14	-1	-1	3	-10	-20
COc1ccc(-c2ccc(Nc3ccc(C(=O)N4CCOCC4)cc3)nn2)cc1OC	0	8	8	13	0	0	6	-11	-6	-7	6
Cc1ccc(C)c(N2CCN(c3nc4ccccc4c(=O)n3Cc3ccccc3)CC2)c1	14	6	4	-9	-15	26	-8	7	17	3	-5
COCC(=O)OC/C(O)=C(\C#N)c1nc2ccccc2[nH]1	-16	16	-23	11	9	-14	5	-6	-1	-30	-1

A few values from above:
For COUP-TFII inh, O=S1(=O)c2ccc(Br)cc2N2CCC[C@@H]2CN1C1CC1 has 6
For KKLEB tox, CCc1ccc(Oc2coc3cc(O)ccc3c2=O)cc1 has 4

(list continues)
SMILES	TRAIL sens C8	Shn3 inh set2	SRC1 inh	TWEAK Fn14 block	COUP-TFII inh	SRC3 inh	TROY NFkB inh	LRH-1 inv ag	CF NFkB block	LMP1 NFkB inh	KKLEB tox
CCc1ccc(N2CCN(C(=O)N3CCOCC3)CC2)cc1	-5	11	0	-15	-19	-41	-17	-17	-10	2	7
Cc1ccc2c(c1)NC(=O)C(CC(=O)N(C)Cc1ccccc1)O2 (stereo not drawn)	11	7	14	-3	-22	-6	-1	-9	-1	-4	3
Nc1nnc(SCC(=O)NCC(=O)Nc2ccc(F)c(F)c2F)s1	8	-23	-13	-10	12	6	-8	2	5	-2	-6
COc1ccc(CCNC(=O)C/C(C)=N/NC(=O)c2ccc(N)cc2)cc1OC	-4	-8	-22	4	-25	-3	-30	-35	-3	-4	3
COc1cc2c(cc1O)CC[n+]1cc3c(OC)c(OC)ccc3cc1-2	0	-11	-20	-5	10	6	-3	-5	13	-13	-43
COc1ccc(NC(=O)c2coc3ccccc23)cc1OC	9	-37	-55	-27	-16	-47	-84	-89	-3	-11	2
O=c1c2ccc(Cl)cc2[nH]c(=S)n1Cc1cccnc1	-5	9	13	-4	-5	-10	1	8	-5	1	-10
OC(COc1ccc2c(c1)CCC2)CN1CCN(c2ccccc2F)CC1 (stereo not drawn)	8	-3	-10	7	-1	-3	17	16	1	4	-4
COc1cccc(C(=O)C2CCCN(Cc3cn[nH]c3C3CCCCC3)C2)c1 (stereo not drawn)	-17	20	-1	0	12	9	14	-5	8	0	-16
CN(CCOc1ccc(-c2ccn(S(=O)(=O)c3c(Cl)cccc3Cl)n2)cc1)c1ccccn1	0	7	6	-6	-1	-1	2	-9	1	0	6
O=C(CSc1nc2ccsc2c(=O)n1Cc1ccc(C(=O)O)cc1)NCc1ccco1	-2	33	-8	5	7	7	8	-5	9	0	-1
CCCCN1C(=O)C(=O)N(CC(=O)NC2CCCc3ccccc32)C1=O (stereo not drawn)	-6	-3	-17	-5	-2	5	-3	5	10	-11	-4
CCCCCC(=O)N(CN1C(=O)CCC1=O)c1ccccc1	9	-6	6	14	-5	-2	18	-4	-6	-4	-14
CC1Cc2ccccc2N1C(=S)Nc1cccc(S(=O)(=O)N(C)C)c1 (stereo not drawn)	-6	27	5	25	-6	15	17	2	10	12	-4
CCCCc1cc(=O)oc2c(C)c(OCC(=O)NCc3ccccn3)ccc12	6	13	-4	-22	0	-16	-25	-14	4	-3	-21
CCCN1CCC(=NNc2ccc(S(=O)(=O)N3CCOCC3)cc2[N+](=O)[O-])CC1	-8	12	10	1	-8	12	1	15	30	4	-23
CC(=O)Nc1ccc(S(=O)(=O)NC2(c3ccccc3)C(=O)N(C)C(=O)N(C)C2=O)cc1	-10	-10	-8	-18	-18	-7	-5	15	7	-1	-7
O=C1CSc2ccc(S(=O)(=O)NCc3ccc(Cl)cc3)cc2N1	-6	13	3	0	3	10	-1	3	-18	3	3
CN(Cc1ccccn1)C(=O)c1ccc2nc(Cc3cccc(Cl)c3)oc2c1	12	0	-13	-38	6	-17	-12	2	-2	-3	-6
Cc1ccc(/C=N/NC(=O)c2ccccn2)o1	7	-49	-117	-15	-7	-38	-69	-110	-6	-10	5
CC(NC(=O)COc1cccnc1[N+](=O)[O-])c1ccc(Cl)cc1Cl (stereo not drawn)	2	8	-3	-3	3	-3	7	25	2	-4	-10
COc1ccc(C(=O)C(CN2CCOCC2)c2ccccc2)cc1F (stereo not drawn)	-9	33	16	29	-22	24	18	-14	36	74*	-35
C=CCn1c(CCNC(=O)c2cccs2)nnc1SCC(=O)Nc1cccc(Cl)c1C	-4	10	-3	14	3	-11	-11	61	-3	-7	6
CCOc1ccc(NC(=O)Cn2sc3nc(C)cc(C)c3c2=O)cc1	3	14	-25	0	/	1	-29	15	16	2	11
O=C(CN1CCN(S(=O)(=O)c2ccc(F)cc2)CC1)N1CCOCC1	10	0	-14	5	1	-11	-20	1	-2	-5	10
O=C(c1cc(S(=O)(=O)N2CCOCC2)ccc1F)N(Cc1nnc(-c2ccccc2Cl)o1)C1CC1	-4	26	-24	-2	4	-4	-4	-22	-3	-2	-1
COCCNC(=O)COc1ncnc2ccc(Br)cc12	-19	11	-1	2	5	-5	-14	3	-20	-6	2
NC(c1ccccc1)c1csc(NC(=O)Nc2ccccc2Oc2ccccc2)n1 (stereo not drawn)	12	-9	0	-1	9	-3	-1	-4	23	/	-25
O=C(CCNC(=O)c1ccccc1Cl)NCc1ccncc1	-4	-5	-13	-6	-14	9	0	11	-29	4	5
COc1cc(C(=O)OCC(=O)N2CCCCC2C)cc(NC(=O)c2cccs2)c1OC (stereo not drawn)	-8	17	23	10	-9	9	8	20	0	20	-3
CCOc1ccc(NC(=O)C2CCN(S(=O)(=O)c3cccnc3)CC2)cc1	-6	10	0	-2	-6	2	10	5	16	4	-5
CC1CCCC(NC(=O)COC(=O)c2ccc(S(=O)(=O)N3CCOCC3)cc2)C1C (stereo not drawn)	4	7	-1	1	-10	-5	20	-4	-2	1	-6
CC(=O)OC1CCC2(C)C(=CCC3C2CCC2(C)C3CC3OC4(CCC(C)CN4)C(C)C32)C1 (stereo not drawn)	8	21	-9	11	-9	12	-12	2	-23	-1	10
C=C(C)CSc1nnc(-c2cccc(S(=O)(=O)N(C)C)c2)n1-c1cc(OC)ccc1OC	0	5	8	-8	13	0	7	-1	7	-1	2
COc1ccccc1N1CCN(c2ccc([N+](=O)[O-])cn2)CC1	2	-3	2	-7	14	0	-2	-26	15	7	-6
Cc1ccc(S(=O)(=O)N2CCCC(C(=O)NCCc3ccc4c(c3)OCO4)C2)cc1 (stereo not drawn)	21	3	-5	12	1	8	33	-17	5	0	-6
Nc1nonc1-n1nnc(C(=O)N/N=C/c2cccc(F)c2)c1CN1CCCCCC1	-4	2	-8	-42	-5	5	-21	17	-2	6	-5
O=C(Nc1ccc(S(=O)(=O)N2CCCC2)cc1)c1cncc(Br)c1	-13	23	0	14	-7	-4	13	7	10	3	8
Cc1c(C(=O)Nc2cccc(N(C)S(C)(=O)=O)c2)cccc1[N+](=O)[O-]	6	15	-1	3	-8	12	3	1	-14	2	4
CCc1c(N=O)c(-c2ccccc2)n(O)[n+]1[O-]	-1	-12	6	0	-3	-1	15	-15	-15	-2	11
COc1ccc2[nH]c3c(c2c1)CCN1C(=O)C(CC(=O)NCC24CC5CC(CC(C5)C2)C4)C[C@H](C(=O)N2CCOCC2)[C@@]31C (stereo partly drawn)	3	-3	-11	19	9	-8	-6	-8	1	-5	-10
COc1ccc(C(=O)N/N=C/C(C)c2ccccc2)cc1OC (stereo not drawn)	-2	7	-2	-4	-4	-8	-4	2	5	-2	10
COc1cc(OC)c(OC)cc1CNCC1COc2ccccc2O1 (stereo not drawn)	-6	13	16	-9	-3	9	5	2	4	1	2
Cc1cccnc1C1=NOC(Cc2ccccc2)C(=O)N1C (stereo not drawn)	-4	7	-1	-6	-11	7	-13	-6	-24	/	-5
CC(C)Cc1ccc(CN2CCCC(NC(=O)c3ccnn3C)C2)cc1 (stereo not drawn)	17	55	-1	27	46*	12	12	5	12	11	-13
Cn1c2c(c(=O)n(C)c1=O)CN(CCCN1CCOCC1)CN2	10	0	9	11	1	3	-5	-7	2	-4	24
CC(C)(C)OC(=O)N[C@@H](C(=O)OC(C)(C)C)c1ccc(C(F)(F)F)cc1	0	3	0	-19	-1	-16	-7	0	17	5	-9
CN(C(=O)c1ccco1)c1nnc(C23CC4CC(CC(C4)C2)C3)s1	-12	-130	-70	-28	-44	-82	-27	-80	-5	-28	3
CCOC(=O)c1cnc2c(C(F)(F)F)cccc2c1NCCCN1CCOCC1	7	6	6	-22	13	-20	-10	31	-35	-6	-11

Bioassay records deposited in PubChem by several laboratories.
